KB-V1 MDR tox: kills drug-selected multidrug resistant KB-V1 cells | 3.4% of 400,000 active | KB-V1 MDR cells viability, CellTiter-Glo, 72 h | AID 1347076 | Potency, µM (series often up to 46.1 µM), inactives show top-dose activity change, negative = cytotoxicity, usual class: cytotoxic; note: potency is the fitted concentration of half-maximal effect; % is set by controls: 0 for no effect and ±100 for the full control effect; nearly all actives have a fitted effect of over 60% in size
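Cells of the MDR subline KB-V1 are plated, dosed with compound at multiple concentrations, and incubated 72 h at 37 degrees C; CellTiter-Glo is then added and luminescence read after 10 min.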
ATXN2 expr inh: ATXN2 expression inhibition; HEK-293 ATXN2-luciferase reporter, luminescence, 24 h; Potency, µM (titrated, usually from 57 µM), inactives show at the top dose activity change, negative = inhibition, hits mostly inhibitors; 0.72% of 360,000 active; AID 1745845; note: potency is the fitted concentration of half-maximal effect; % is set by controls: 0 for no effect and ±100 for the full control effect; nearly all actives have a fitted effect of over 55% in size
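ATXN2-luciferase reporter cells (luciferase flanked by upstream and downstream ATXN2 gene portions) were treated 24 h at 37 °C with compounds at up to 57 uM. SteadyGlo luminescence gave expression; GF-AFC fluorescence gave viability.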
MCF10A rereplic: inducers of DNA re-replication in MCF 10A breast cells; MCF 10A DNA re-replication, Hoechst nuclear intensity, 48 h; Potency, µM (doses to about 46.1 µM), for the others: at the highest dose activity, positive = re-replication, most hits filed as activators; 2.9% of 350,000 active; note: potency is the fitted concentration of half-maximal effect; % of control where 0% means no effect; nearly all actives have a fitted effect of over 50% in size
IL1B secr inh: inhibitors of inflammasome signaling (IL-1 beta secretion); AID 743279; THP-1 LPS/ATP IL-1B secretion, AlphaLISA, 16 h; stronger effect = lower value; 4.7% of 360,000 active; activity change, % at 57.5 µM; in the data active = activity change below about -50%; inconclusive = mostly about -30% to -49%; note: % is set by controls: 0 for no effect and ±100 for the full control effect
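THP-1 cells pretreated 1 hr with compounds (up to 57.5 uM final), then stimulated with LPS (250 ng/mL final) plus ATP (1.25 mM final); secreted IL-1B measured by AlphaLISA after 16 hr, decreased signal indicating inhibition.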
HT1080 IDH1KD tx: HT-1080 IDH1 knockdown cell toxicity (counter line) | HT-1080 IDH1 knockdown viability, ATP luminescence, 48 h | Potency, µM (highest dose often 46.1 µM), inactives show top-dose activity, negative = toxicity, usual class: cytotoxic | 2% of 360,000 active | AID 686971;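 note: potency is the fitted concentration of half-maximal effect; 0% = DMSO wells and -100% = cell-free medium wells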
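In this qHTS, HT-1080 cells depleted of IDH1 are exposed for 48 h at 37 °C to compound titrations. Toxicity is scored from CellTiter-Glo luminescence, with DMSO as full viability and medium alone as none.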
KB-3-1 cytotox: kills parental KB-3-1 adenocarcinoma cells. KB-3-1 viability, CellTiter-Glo ATP luminescence, 72 h. Potency, µM (top dose mostly 46.1 µM), inactives show at the highest dose activity change, negative = cytotoxic, actives largely listed as cytotoxic. 1.4% of 400,000 active. AID 1347075; note: potency is the fitted concentration of half-maximal effect; % is set by controls: 0 for no effect and ±100 for the full control effect; nearly all actives have a fitted effect of over 60% in size
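Viability of parental KB-3-1 cells, measured by CellTiter-Glo luminescence, followed a 72 h incubation at 37 °C with pinned compounds in phenol-red-free DMEM containing 10% FBS.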
HT1080NT lethal: kills 2HG-producing HT-1080-NT fibrosarcoma cells; HT-1080-NT fibrosarcoma viability, CellTiter-Glo ATP luminescence, 48 h; Potency, µM (top dose mostly 46.1 µM), without a hit: top-dose activity, negative = less viability, hits mostly cytotoxic; 1.6% of 360,000 active;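 note: NT is the 2HG producing partner of a matched IDH1 knockdown line; potency is the fitted concentration of half-maximal effect; 0% = DMSO-treated cells and -100% = media-only wells without cells; nearly all actives have a fitted effect of over 55% in size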
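Fibrosarcoma NT cells, 750 per well in 5% FBS RPMI, were exposed to compound for 48 hours. Viability: CellTiter-Glo luminescence.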
WRN helicase inh: blocks human WRN helicase; Q14191; WRN helicase unwinding, fluorescent forked duplex, kinetic; Potency, µM (top dose mostly 114 µM), inactives show at the top dose activity change, negative = inhibition, most hits filed as inhibitors; 0.46% of 360,000 active; note: potency is the fitted concentration of half-maximal effect; % is set by controls: 0 for no effect and ±100 for the full control effect; nearly all actives have a fitted effect of over 55% in size
Target sequence (Q14191 whole entry, looked up): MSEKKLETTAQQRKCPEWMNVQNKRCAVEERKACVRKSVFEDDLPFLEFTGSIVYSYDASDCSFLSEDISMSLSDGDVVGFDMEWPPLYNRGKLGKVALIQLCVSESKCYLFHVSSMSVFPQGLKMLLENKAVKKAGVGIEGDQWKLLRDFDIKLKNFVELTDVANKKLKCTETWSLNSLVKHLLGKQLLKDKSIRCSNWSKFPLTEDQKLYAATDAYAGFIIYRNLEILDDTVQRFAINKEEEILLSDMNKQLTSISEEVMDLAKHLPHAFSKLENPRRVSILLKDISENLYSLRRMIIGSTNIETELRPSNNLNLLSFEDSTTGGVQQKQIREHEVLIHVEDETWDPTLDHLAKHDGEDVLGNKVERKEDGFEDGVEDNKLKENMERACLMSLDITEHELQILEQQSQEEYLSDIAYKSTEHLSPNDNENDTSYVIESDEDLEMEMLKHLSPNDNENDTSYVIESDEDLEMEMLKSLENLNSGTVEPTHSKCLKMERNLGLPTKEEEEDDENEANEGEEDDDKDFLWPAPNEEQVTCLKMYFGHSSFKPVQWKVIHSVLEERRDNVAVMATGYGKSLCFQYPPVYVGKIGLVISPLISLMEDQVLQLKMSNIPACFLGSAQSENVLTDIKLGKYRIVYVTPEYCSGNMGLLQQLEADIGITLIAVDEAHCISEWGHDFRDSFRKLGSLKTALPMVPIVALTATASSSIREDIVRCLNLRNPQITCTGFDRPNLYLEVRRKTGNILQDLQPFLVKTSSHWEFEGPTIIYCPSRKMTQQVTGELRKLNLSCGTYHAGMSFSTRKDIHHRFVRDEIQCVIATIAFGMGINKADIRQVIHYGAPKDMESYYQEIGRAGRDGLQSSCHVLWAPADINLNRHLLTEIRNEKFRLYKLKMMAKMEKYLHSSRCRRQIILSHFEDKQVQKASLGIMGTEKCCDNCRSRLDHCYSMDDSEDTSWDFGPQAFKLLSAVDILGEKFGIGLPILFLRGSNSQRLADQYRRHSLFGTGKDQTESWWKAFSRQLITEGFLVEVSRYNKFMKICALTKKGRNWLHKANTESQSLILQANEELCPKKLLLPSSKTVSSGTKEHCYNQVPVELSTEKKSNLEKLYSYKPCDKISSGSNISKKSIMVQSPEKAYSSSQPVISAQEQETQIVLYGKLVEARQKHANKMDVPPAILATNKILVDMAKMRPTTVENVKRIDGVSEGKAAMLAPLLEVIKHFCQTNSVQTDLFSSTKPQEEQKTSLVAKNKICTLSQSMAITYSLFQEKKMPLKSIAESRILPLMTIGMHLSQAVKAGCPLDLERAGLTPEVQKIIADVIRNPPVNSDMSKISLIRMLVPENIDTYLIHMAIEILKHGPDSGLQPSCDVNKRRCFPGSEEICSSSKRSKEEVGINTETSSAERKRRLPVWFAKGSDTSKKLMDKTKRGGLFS
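WRN at 20 nM final preincubated with compound 15 min at room temperature; reaction started with 100 nM fluorophore/quencher forked duplex oligonucleotide and 2 mM ATP final. Unwinding followed kinetically by red fluorescence (ex 525, em 598 nm).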
SW480 rerep: induces DNA re-replication in SW480 colon adenocarcinoma cells | Potency, µM (doses to about 46.1 µM), for the others: top-dose re-replication activation, hits mostly activators | SW480 DNA re-replication, Hoechst DNA content imaging, 48 h | 1.8% of 340,000 active; note: potency is the fitted concentration of half-maximal effect; % of control where 0% means no effect; nearly all actives have a fitted effect of over 55% in size
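Quantitative HTS format with DMSO vehicle controls; 48 hr drug incubation at 37 C, then 40 min Hoechst staining and scanning imager measurement at 405 nm excitation.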
The depositor's hits bear a star; ? = inconclusive; · = not tested or not shown; & = joins results of further samples; ! = repeats disagree; [ ] = another dose, or the depositor's remark. Unless noted, calls come from the whole dose curve; as a rule, active = well fitted curve in the direction sought with a large enough effect; inconclusive = small, poorly fitted or top-dose-only effect, or another doubt; inactive = no such curve, though single readings can be large; an effect the other way counts as inactive or inconclusive.

SMILES	KB-V1 MDR tox	ATXN2 expr inh	MCF10A rereplic	IL1B secr inh	HT1080 IDH1KD tx	KB-3-1 cytotox	HT1080NT lethal	WRN helicase inh	SW480 rerep
COC(=O)c1ccccc1OP(=O)(c1cccc([N+](=O)[O-])c1)c1cccc([N+](=O)[O-])c1	21%	-33%	-1%	8	18%	?	23%	-34%	-10%
COC(=O)C1=C(c2ccccc2OCc2ccccc2)C[C@@H]2CC[C@H]1N2C(=O)NCCCOC(C)C	-2%	7%	10%	9	-8%	4%	0%	-1%	2%
COc1ccc(CNCCc2ccc3c(c2)OCO3)c(OC)c1OC	-10%	-27%	-3%	-12	?	3%	?	-1%	-6%
CN1/C(=C\C=C2C(=O)NC(=O)NC2=O)C(C)(C)c2ccccc21	?	-30%	12%	-8	?	5.2µM*	?	-9%	8%
CCN(CC)S(=O)(=O)c1cc(NC(=O)C(C)N2CC=C(c3ccccc3)CC2)ccc1C (stereo unspecified)	16µM*	-34%	8%	-58*	-17%	21µM*	-1%	-3%	?
CNC(C)(C)Cc1ccccc1	14%	6%&3%	-5%	4	6%	0%	23%	-2%	-1%
CNC(=O)Oc1cccc(-c2cn3cc(OC(=O)NC)ccc3n2)c1	18%	83%[activator]	17%	14	-9%	-5%	-12%	-21%	3%
O=C(CF)NC(NC(=S)Nc1cccc([N+](=O)[O-])c1)C(Cl)(Cl)Cl (stereo unspecified)	-5%	-27%	-2%	-19	7%	3%	4%	-1%	2%
O=c1[nH]c(=S)n(-c2ccccc2)c(O)c1/C=N/N1CCOCC1	2%	-4%	-3%	2	4%	13%	5%	-3%	-3%
COc1ccccc1N1CCN(Cc2ccc(Br)cc2)CC1	?	·	0%	9	-13%	1%	-18%	-1%	1%
CC(=O)c1c(C)[nH]c(C(=O)N2CCC3(CC2)OCCO3)c1C	13%	1%	1%	28	-10%	0%	-3%	-1%	2%
CCC(=O)Nc1cc(C(=O)N2CCC3(CC2)OCCO3)ccc1S(=O)(=O)c1ccc(C)cc1	1%	-7%	-3%	13	-1%	4%	1%	-9%	0%[9.22 µM]
COC(=O)c1cncn1C(C)c1ccccc1 (stereo unspecified)	-11%	5%&6%	2%&2%	4	15%	1%	0%	-6%	1%&-5%
CCN1C(=O)C(=Cc2ccc(N3CCOCC3)o2)C(=O)N(CC)C1=S	18%	·	2%	5	-5%	-6%	-7%	0%	1%
CCC1C(c2cc(OC)c(OC)c(OC)c2)c2cc3c(cc2OC1N1CCCC1)OCO3 (stereo unspecified)	5.2µM*	-5%	4.1µM*	-18	?	4.1µM*	?	-4%	8.2µM*
Cc1ccc(NC(=O)c2snnc2C)cc1Cl	10µM*	18%	1%	-3	7%	?	24%	-5%	2%
Fc1ccccc1CNCCc1ccc2c(c1)OCO2	2%	·	-3%	0	-1%	-2%	-1%	12%	-1%
Cc1nc2cc(F)ccc2n1C1CCN(Cc2nnnn2CCc2ccccc2)CC1	12µM*	-14%	2%	?	-17%	-4%	-23%	2%	7%
CN1C(=O)C(=Cc2sc(=O)n(-c3ccccc3)c2N(C)C)C(=O)N(C)C1=O	-20%	?	18µM*	-97*	?	?	?	?	28%
O=C(NCC1=C(c2ccc3ccccc3c2)C[C@@H]2CC[C@H]1N2Cc1ccco1)c1cccnc1	-23%	-1%	·	-8	1%	7%	-3%	5%	·

Compound profiles, as listed above. Screens in order: KB-V1 MDR tox, ATXN2 expr inh, MCF10A rereplic, IL1B secr inh, HT1080 IDH1KD tx, KB-3-1 cytotox, HT1080NT lethal, WRN helicase inh, SW480 rerep
Profile of `COC(=O)c1ccccc1OP(=O)(c1cccc([N+](=O)[O-])c1)c1cccc([N+](=O)[O-])c1` → 21%, -33%, -1%, 8, 18%, ?, 23%, -34%, -10%
Profile of `COc1ccccc1N1CCN(Cc2ccc(Br)cc2)CC1` → ?, ·, 0%, 9, -13%, 1%, -18%, -1%, 1%

More results.
SMILES	KB-V1 MDR tox	ATXN2 expr inh	MCF10A rereplic	IL1B secr inh	HT1080 IDH1KD tx	KB-3-1 cytotox	HT1080NT lethal	WRN helicase inh	SW480 rerep
CC(=Nc1ccccc1N)c1c(O)n(C)c(=O)[nH]c1=O	?	38%[activator]	-4%	39	-14%	-24%	-9%	-15%	-35%[inhibitor]
Cc1cccc(-n2c(O)c(C=NCCN3CCCCC3)c(=O)[nH]c2=O)c1	15%	-5%	-5%	-18	1%	-9%	-4%	5%	44%
COc1cccc(C(=O)C2CCCN(Cc3ccon3)C2)c1 (stereo unspecified)	10%	-5%	-4%	17	-5%	?	-17%	11%	-3%
C/C(=N\N1CCCCCC1)c1c(O)n(-c2ccc(Cl)cc2)c(=O)[nH]c1=O	-2%	2%	10%	15	16%	8%	?	-7%	-7%
COC(=O)COc1ccc(/C=C2\C(=O)NC(=S)N(c3ccc(C)cc3)C2=O)cc1OC	-6%	3%	1%	11	2%	16%	8%	0%	-15%
CC(C)N(CCC(=O)c1ccc2ccccc2c1)Cc1ccccc1	9%	0%	-42%[inhibitor]	?	15µM*	?	4.1µM*	?	?
COc1cccc(N=Nc2c(O)[nH]c(=S)[nH]c2=O)c1	-11%	·	9%	?	-2%	3%	1%	-14%	-7%
CC1C(c2ccccc2)OCCN1C (stereo unspecified)	-7%	10%	1%	3	20%	-7%	10%	2%	-2%
O=[N+]([O-])c1ccc(N2CCCC2)cc1N/N=C1\CN2CCC1CC2	21µM*	12%	1%	-16	23%	-2%	14%	-3%	23µM*
Cc1ccc(N=Cc2c(O)n(C)c(=O)n(C)c2=O)cc1	0%	·	-3%	-13	14%	0%	30%	2%	-17%
CSCCC(c1nnnn1-c1c(C)cccc1C)N1CCC(n2c(=O)[nH]c3ccccc32)CC1 (stereo unspecified)	-25%	0%	·	23	-4%	-4%	-2%	-11%	·
O=c1cc(C2CCNCC2)[nH][nH]1	19%	-4%	0%	3	-1%	1%	-1%	5%	-5%
NC(=O)c1c(NC(=O)c2ccc(S(=O)(=O)N(CCCl)CCCl)cc2)sc2c1CCCCC2	1%	?	1%	33	1%	?	3%	-2%	?
CN(C)c1ccc(/C=C/c2cc[n+](C)c3ccccc23)cc1	16µM*!	?	?	-102*	7.3µM*	2.9µM*!	?	35µM*	?
NNC(=O)c1ccc(O)cc1	28%	·	4%	-7	-9%	-2%	0%	-6%	-1%
Cc1cc(=O)oc2cc(OCC(=O)N3CCN(Cc4ccccc4)CC3)ccc12	-19%	-5%	10%	-7	9%	?	7%	-15%	-3%
Cc1ccc(-n2c(C)nc3ccccc3c2=O)c(C)c1	1%	0%	2%	7	0%	5%	5%	2%	-7%
Nc1ccc(C2(c3ccc(N)cc3)CN3CCC2CC3)cc1	4%	1%	-3%	4	11%	0%	6%	-14%	-22%
CC(C)N1CCOC(c2ccc(O)c(O)c2)C1 (stereo unspecified)	3%	9%	·	50	4%	0%	23%	7%	·
CCCCCn1c(=O)c(C(=O)Nc2cccc(C)n2)c(O)c2ccccc21	?	4%	1%	33	11%	0%	26%	8%	-4%
O=c1c2ccccc2[nH]c(=S)n1-c1ccc(Br)cc1	0%	-1%	-11%	3	-2%	1%	7%	-4%	6%
O=C1NC(=O)N(Cc2ccccc2Cl)C(=O)/C1=C/c1cccs1	26%	·	?	?	-12%	4%	-5%	?	?
CN1[C@@H]2CC[C@H]1CC(OC1c3ccccc3CCc3ccccc31)C2 (stereo partly specified)	?	-5%	-2%	?	26µM*	-10%	16µM*	-2%	3.2µM*!
Cc1c(C)c2c(OCC(=O)N[C@@H](C)C(=O)O)cc3c(c2oc1=O)CCC(C)(C)O3	17%	0%	-21%	-1	18%	7%	18%	-15%	-2%
CCOc1ccccc1N1C(=O)NC(=O)C(CCc2ccncc2)(CCc2ccncc2)C1=O	-5%	-9%	23%	0	-13%	-10%	-1%	-2%	2%
Cc1nc2ccc(Cl)cc2c(-c2ccccc2)c1C(=O)O	8%	3%	0%	-2	0%	2%	0%	-12%	4%
O=C(CN1C(=O)S/C(=C\C=C\c2ccccc2)C1=O)Nc1ccccc1C(=O)O	-11%	·	?	0	5%	5%	19%	-25%	-30%
O=C(CCN1C(=O)COc2ccccc21)N1CCC2(CC1)OCCO2	-7%	24%	-1%	-1	1%	9%	1%	-2%	-3%
CCCn1c(C)cc(C=O)c1C	3%	·	10%	0	4%	-9%	0%	2%	-10%
CN(C)C(=O)Oc1ccc2c(c1)O/C(=C\c1cccc(Cl)c1)C2=O	1%	36%	7%	-61*	-3%	13%	7%	-10%	3%
C#CCN1C(=O)C2(C(C#N)=C(N)OC(C)=C2C(=O)OCc2ccccc2)c2ccccc21 (stereo unspecified)	10%	-8%	20%	4	-23%	-1%	0%	3%	-6%
CCC(C)/C=C(C)/C=C/C1=CC2=C(Cl)C(=O)C(C)(OC(C)=O)C(=O)C2=CO1 (stereo unspecified)	8%	9%	?	33	-21%	0%	-17%	1%	4%
CC=C(CC)C1(CCC)C(=O)NC(=S)NC1=O	-8%	11%	-2%	-6	?	4%	5%	9%	-1%
CC1(C)COC(Nc2ccc(Cl)cc2)=N1	5%	4%	-187%[0.0737 µM]	22	-1%	6%	2%	-2%	8%
CCCC(=O)NC1=C(N2CC2)C(=O)C(NC(=O)CCC)=C(N2CC2)C1=O	0%	-39%	?	2	-18%	-24%	-27%	-1%[11.6 µM]	2.3µM*
CCOc1ccc(-n2c(O)c(C=NCCN3CCNCC3)c(=O)[nH]c2=O)cc1	-3%	-13%	25%	0	9%	1%	3%	-16%	5%
Oc1cc(Cl)ccc1Oc1ccc(Cl)cc1Cl	-1%	40µM*!	?	-70*	-28%	-27%	?	-7%	-2%&11%
O=C(CN1CCN(CCO)CC1)Nc1ccc(Cl)cc1C(=O)c1ccccc1	-15%	1%	7%	-3	?	7%	?	2%	-4%
CC(N)Cc1c[nH]c2cc3c(cc12)OCCO3 (stereo unspecified)	38%	-27%	2%	-19	0%	8%	-2%	-16%	0%

Source: PubChem (National Center for Advancing Translational Sciences (NCATS))

These rows are one share of the data; count on the stated rates, not on these rows.
